beta cell repl: induces beta-cell replication in MIN6 cells; proliferation, % at 10 µM; AID 2380; actives 0.29% (n = 330,000); MIN6 cells proliferation, ATPlite luminescence, 48 h; cells starved in 0.2% serum; 100% = growth in 10% serum;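 active means compounds whose signal lies at least 3.5 SD above the mean of all wells on their plate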;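 further: 0% = DMSO-treated cells in low-serum medium and 100% = 10% serum control; some compounds called inactive have numbers as strong as hits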
SENP1 inh: blocks the human SENP1 SUMO protease catalytic domain; actives 0.21% (n = 360,000); inhibition, % at 10 µM; AID 624204; recombinant SENP1 catalytic domain, CyPet-SUMO1-YPet FRET cleavage;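 active means inhibition at least 30% at 10 µM, raw YFP signal under a set limit, fluorescence ratio 0.5 to 1.5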;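 further: 0% = enzyme with DMSO and 100% = no enzyme wells; some results filed as inactive read as strong as hits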
Target sequence (Q9P0U3 419-644 limits assumed): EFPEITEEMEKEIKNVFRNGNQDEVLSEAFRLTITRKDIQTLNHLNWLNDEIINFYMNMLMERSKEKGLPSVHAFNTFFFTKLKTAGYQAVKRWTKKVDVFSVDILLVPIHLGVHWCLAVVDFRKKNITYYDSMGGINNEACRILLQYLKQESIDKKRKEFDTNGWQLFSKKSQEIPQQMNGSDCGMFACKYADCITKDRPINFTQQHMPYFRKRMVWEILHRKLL
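Controls: no-enzyme wells low, DMSO-plus-enzyme wells high control. Test system: human recombinant His6-tagged SENP1 catalytic domain enzyme. Reagent: SFCypet-SUMO1-SFYpet FRET protein substrate, 25 nM final. Doses: one dose per compound, 10 µM, 0.5% DMSO. Detection: FRET, CFP and YFP emission. Timing: 50 min reaction at room temperature.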
SENP8 block-1: blocks the human protease SENP8. purified SENP8, Z-RLRGG-aminoluciferin cleavage, luminescence. inhibition, % at 10 µM. actives 1.2% (n = 330,000). AID 2540; in the data active means inhibition above about 50%
HKDC1 inh: inhibitors of human hexokinase HKDC1 | Q2TB90 | recombinant HKDC1, G6PDH/diaphorase resazurin coupled fluorescence | inhibition, % at 20 µM | actives 0.16% (n = 340,000) | AID 493160;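 active means inhibition above about 35% when tested at 20 µM, limit read from the data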;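 further: plate controls were DMSO wells with enzyme for no effect and DMSO wells lacking enzyme for full effect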
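Test system: recombinant HKDC1 (HK5) hexokinase enzyme, produced in-house; Amount: enzyme 5 µg/mL final; Buffer or medium: Tris pH 8.0 buffer with MgCl2, Tween-20, BSA, BME; Reagent: glucose and ATP substrates; Doses: 20 µM test compound, 1% DMSO; Incubation: 90 min reaction incubation at room temperature, dark; Detection: resorufin fluorescence at 613 nm.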
UBC13 inh: blocks human UBC13 polyubiquitin chain formation | TR-FRET | inhibition, % at 20 µM | actives 0.47% (n = 330,000) | AID 485273; in the data active means inhibition above about 45%, passing the limit was not always enough
SENP6 inh: blocks the human protease SENP6 | Q9GZR1 | inhibition, % at 10 µM | actives 1.8% (n = 330,000) | Recombinant SENP6 catalytic domain, aminoluciferin luminescence;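 active means inhibition above about 50% at the single tested dose, limit read from the data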;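 further: plate controls were DMSO wells with enzyme for no effect and DMSO wells lacking enzyme for full effect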
Target sequence (Q9GZR1 628-1112 limits assumed): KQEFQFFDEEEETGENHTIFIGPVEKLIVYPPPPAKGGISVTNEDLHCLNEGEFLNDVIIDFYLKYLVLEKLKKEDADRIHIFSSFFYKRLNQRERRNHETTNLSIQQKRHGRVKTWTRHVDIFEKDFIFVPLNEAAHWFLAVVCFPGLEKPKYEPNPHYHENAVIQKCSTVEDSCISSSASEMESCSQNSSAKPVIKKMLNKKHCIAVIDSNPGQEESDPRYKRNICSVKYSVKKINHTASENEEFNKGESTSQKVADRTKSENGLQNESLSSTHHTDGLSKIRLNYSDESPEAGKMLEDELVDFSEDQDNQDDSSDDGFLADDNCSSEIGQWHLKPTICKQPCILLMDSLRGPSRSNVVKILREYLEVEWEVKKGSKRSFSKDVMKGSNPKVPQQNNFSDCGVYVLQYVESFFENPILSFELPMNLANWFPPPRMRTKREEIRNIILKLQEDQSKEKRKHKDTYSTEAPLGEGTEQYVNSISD
PfG6PD inh: PfG6PD (Plasmodium falciparum) enzyme inhibition; AID 504690; inhibition, % at 20 µM; actives 0.78% (n = 350,000); PfGluPho enzyme, NADPH resazurin-diaphorase fluorescence;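 active means inhibition reaching at least a set limit at 20 µM in the primary screen, cut at about 59% in these data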;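 further: 0% = DMSO wells with substrate and 100% = DMSO wells lacking glucose-6-phosphate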
SENP8 block-2: SENP8 (human) protease inhibition; Q96LD8; recombinant SENP8, Nedd8 substrate fluorescence; inhibition, % at 20 µM; actives 0.64% (n = 360,000); AID 602440; in the data active means inhibition mostly above about 40%, no sharp cut-off; inactive means mostly below about 27%
SENP7 inh: SENP7 protease inhibition | Q9BQF6 | recombinant SENP7, Z-RLRGG-aminoluciferin luminescence, 40 min | inhibition, % at 5 µM | actives 1.5% (n = 330,000) | AID 434973;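 active means inhibition above about 50% at the single test dose, limit read from the data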;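 further: plate controls were DMSO with enzyme for no effect and no enzyme buffer wells for full effect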
Target sequence (Q9BQF6 706-1050 limits assumed): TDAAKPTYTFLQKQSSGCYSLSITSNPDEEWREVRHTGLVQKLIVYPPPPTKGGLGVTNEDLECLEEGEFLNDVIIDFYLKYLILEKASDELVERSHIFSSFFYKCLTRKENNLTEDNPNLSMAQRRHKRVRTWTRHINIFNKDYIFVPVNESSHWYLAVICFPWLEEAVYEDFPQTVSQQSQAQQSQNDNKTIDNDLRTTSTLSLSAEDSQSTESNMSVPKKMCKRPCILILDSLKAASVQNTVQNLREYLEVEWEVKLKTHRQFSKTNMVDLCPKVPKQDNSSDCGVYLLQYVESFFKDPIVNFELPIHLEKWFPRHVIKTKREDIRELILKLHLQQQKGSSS
The depositor's hits bear a star; i = inactive; nt = not tested or not shown.

[1] O=C1CCCN1CCC12CC3CC(CC(C3)C1)C2
[2] Cc1ccc(S(=O)(=O)CCC(=O)NCCN2C(=O)S/C(=C/c3ccc(F)cc3)C2=O)cc1
[3] O=C(N/N=C/c1ccc2c(c1)OCCO2)c1ccncc1
[4] N#Cc1nc(COc2cccc(Cl)c2)oc1N1CCCC1
[5] COc1cccc(CNC(=O)Cn2c(=O)oc3ccccc32)c1OC
[6] CSc1nc2ccccc2cc1/C=C(\C#N)c1cccc(C)c1

assay / compound	1	2	3	4	5	6
beta cell repl	-4	1	-1	1	-3	-3
SENP1 inh	0	0	1	0	0	-53
SENP8 block-1	-6	-11	-8	-6	-19	-5
HKDC1 inh	0	3	-4	0	-3	8
UBC13 inh	0	7	0	14	-7	-13
SENP6 inh	-3	5	-4	-6	-2	-3
PfG6PD inh	-14	26	-5	13	8	25
SENP8 block-2	6	8	-7	16	8	-480
SENP7 inh	2	1	7	5	15	14

[7] CCOC(=O)[C@H]1[C@H]2COc3ccc(Br)cc3[C@@H]2N2C(=O)CN(Cc3ccc(Cl)cc3)C(=O)[C@@]12C
[8] O=C(CC(Cc1ccccc1)C(=O)O)Nc1ccc(F)cc1 (stereo not given)
[9] CCNC(=S)N1CCN(S(=O)(=O)c2cccc(C(F)(F)F)c2)CC1
[10] CC(C)(C)Cc1nnc(NS(=O)(=O)c2ccc(F)cc2)s1
[11] CCCn1c(C)cc(-c2csc(NC(=O)CCc3nc4ccccc4c(=O)[nH]3)n2)c1C
[12] C=CC[C@@H](CC(=O)N[C@@H](CO)Cc1ccccc1)C(=O)N[C@H](COC(=O)[C@@H](CC=C)Cc1ccc(F)cc1)Cc1c[nH]c2ccccc12

assay / compound	7	8	9	10	11	12
beta cell repl	-6	-3	-2	-1	-6	-5
SENP1 inh	0	1	0	-1	-6	1
SENP8 block-1	5	6	0	0	12	-12
HKDC1 inh	7	0	-6	8	-2	-4
UBC13 inh	10	3	6	0	-7	-7
SENP6 inh	-7	0	0	4	-2	-5
PfG6PD inh	15	-11	-18	7	15	-3
SENP8 block-2	11	7	8	18	2	16
SENP7 inh	-4	8	-1	0	0	-9

[13] Cn1nc(-c2ccc(C(=O)NCC3CCCO3)cc2)c2ccccc2c1=O (stereo not given)
[14] NC(=S)N1N=C(c2ccccc2)CC1=O
[15] O=C(CCc1nc2sc3c(c2c(=O)[nH]1)CCCC3)NCCOc1ccccc1
[16] O=c1n(CC2CO2)c(=O)n(CC2CO2)c(=O)n1CC1CO1 (stereo not given)
[17] COc1cccc(NC(=O)CCC2CCN(C(=O)c3sccc3C)CC2)c1
[18] O=C1c2ccccc2C(=O)N1CC1CO1 (stereo not given)

assay / compound	13	14	15	16	17	18
beta cell repl	-1	nt	2	nt	3	nt
SENP1 inh	2	-1	-31	2	0	5
SENP8 block-1	-8	nt	-9	nt	-7	nt
HKDC1 inh	-5	1	5	-1	-7	-4
UBC13 inh	1	nt	0	nt	-6	nt
SENP6 inh	-38	nt	-19	nt	-2	nt
PfG6PD inh	-20	0	-5	1	-6	-16
SENP8 block-2	18	27	-80	22	9	8
SENP7 inh	-9	nt	-1	nt	12	nt

Nothing new here: entries from further up.
[13] Cn1nc(-c2ccc(C(=O)NCC3CCCO3)cc2)c2ccccc2c1=O (stereo not given)
[14] NC(=S)N1N=C(c2ccccc2)CC1=O

assay / compound	13	14
beta cell repl	-1	nt
SENP1 inh	2	-1
SENP8 block-1	-8	nt
HKDC1 inh	-5	1
UBC13 inh	1	nt
SENP6 inh	-38	nt
PfG6PD inh	-20	0
SENP8 block-2	18	27
SENP7 inh	-9	nt

(next part)
[19] Cc1cccc(CN2CCN(C(c3ccccc3)c3ccc(Cl)cc3)CC2)c1 (stereo not given)
[20] COC(=O)NNC(=O)CCCOc1ccc(Cl)cc1Cl
[21] O=C(c1ccco1)N(Cc1ccc([N+](=O)[O-])cc1)c1ccc(Br)cc1
[22] Cc1cc(=O)oc2cc(Oc3ncccn3)ccc12
[23] COc1cc2[nH]c(=S)n(Cc3ccc(F)cc3)c(=O)c2cc1OC
[24] N#C/C(=C\c1cn[nH]c1-c1ccccc1Br)C(=O)O

assay / compound	19	20	21	22	23	24
beta cell repl	-8	0	-3	-2	-4	3
SENP1 inh	-3	1	3	-1	2	-21
SENP8 block-1	5	-6	2	-10	-7	0
HKDC1 inh	5	-9	0	-1	4	2
UBC13 inh	12	12	3	4	-15	-7
SENP6 inh	-1	7	11	-4	-1	20
PfG6PD inh	1	0	-1	3	-6	-9
SENP8 block-2	-6	12	6	-243	-14	13
SENP7 inh	-4	4	3	-5	-8	-8

[25] COc1ccc(CCNC(=O)COC(=O)c2ccc[nH]c2=O)cc1
[26] C=CCN1C(=O)/C(=C2\SC(N3CCOCC3)=NC2=O)c2cc(Br)ccc21
[27] O=C(NCc1ccccc1Cl)c1ccc(Br)o1
[28] Cc1sc(NC(=O)CN(Cc2ccccc2)C(=O)C2CC2)c(C(N)=O)c1C
[29] O=C(CCCn1c(=O)[nH]c2ccsc2c1=O)N1CCCCC1
[30] CCS(=O)(=O)N1Cc2ccccc2CC1C(=O)NCCc1ccccc1 (stereo not given)

assay / compound	25	26	27	28	29	30
beta cell repl	-2	-1	-1	2	-1	-2
SENP1 inh	-1	3	2	4	-1	-8
SENP8 block-1	2	-13	-2	-1	2	-4
HKDC1 inh	7	7	-7	-10	-2	-2
UBC13 inh	6	-79	15	0	5	-9
SENP6 inh	3	-8	-17	-11	12	-10
PfG6PD inh	-11	21	-3	-5	1	2
SENP8 block-2	10	41*	7	4	37	3
SENP7 inh	2	-9	3	5	6	-3

[31] COc1ccc(Nc2nc(CC(C)=O)ns2)cc1
[32] COc1cc(CNCc2cccs2)ccc1OCc1ccccc1
[33] CCOC(=O)C1(Cc2ccccc2)CCCN(Cc2ccc(OCC)c(CO)c2)C1 (stereo not given)
[34] COc1cccc(NC(=S)N(CCN(C)C)C(C)c2ccncc2)c1 (stereo not given)
[35] CN(c1ccccc1)c1ncccn1
[36] Cc1ccc(CNC(=O)CSc2nc(N3CCCCC3)nc(N3CCCCC3)n2)cc1

assay / compound	31	32	33	34	35	36
beta cell repl	-3	-3	-2	1	-1	-5
SENP1 inh	-2	4	-2	2	0	1
SENP8 block-1	-16	-5	-11	7	-5	-10
HKDC1 inh	-6	-5	-8	13	-4	5
UBC13 inh	-11	6	0	-2	-1	-8
SENP6 inh	-14	-25	-22	12	-26	-9
PfG6PD inh	0	-7	8	-15	-5	-4
SENP8 block-2	2	18	10	14	7	10
SENP7 inh	0	-9	-8	2	2	10

[37] CCCc1nnc(NC(=O)CCC(=O)NCCc2ccc(OC)c(OC)c2)s1
[38] CC(C)(C)c1cc(NCc2ccccn2)n2ncc(-c3ccc(Cl)cc3)c2n1
[39] CCOC(=O)C1CCN(C(=O)c2cccc(NC3=NC4CS(=O)(=O)CC4S3)c2)CC1 (stereo not given)
[40] Cc1cc(C)n2nc(-c3cccnc3)nc2n1
[41] Cc1ccc(S(=O)(=O)N2CCC(C(=O)OC(C)C(=O)NC3CCCCC3C)CC2)cc1 (stereo not given)
[42] COc1cccc(N/C=C/c2onc(C)c2[N+](=O)[O-])c1

assay / compound	37	38	39	40	41	42
beta cell repl	-2	-3	-2	1	3	-1
SENP1 inh	-1	0	2	0	0	-15
SENP8 block-1	2	-12	-1	-6	-1	-9
HKDC1 inh	-3	3	-2	-1	-6	-2
UBC13 inh	-5	0	-7	-2	4	-41
SENP6 inh	8	-13	3	-3	-5	1
PfG6PD inh	-21	28	8	17	5	-18
SENP8 block-2	5	i	10	17	14	29
SENP7 inh	1	-4	7	-4	6	19

[43] CC(NC(=O)NC1CCCCC1)C(c1cccs1)N1CCN(c2ccccc2)CC1 (stereo not given)
[44] COc1ccc(-n2c(=O)cc(N3CCN(c4ccccc4OC)CC3)[nH]c2=O)cc1
[45] CCCCCCc1ccc(N2C[C@H](C)[C@@H](CC(=O)NCc3ccccc3)C2=O)cc1
[46] Cc1ccc(N(CC(=O)NCc2ccco2)C(=O)CCC(=O)Nc2nccs2)c(C)c1
[47] O=C(CSCc1ccccc1Cl)NN=C1CCCCCC1
[48] O=C(COC(=O)c1cccc(S(=O)(=O)N2CCc3ccccc32)c1)Nc1ccc(Cl)cn1

assay / compound	43	44	45	46	47	48
beta cell repl	-5	-3	-8	0	-2	-1
SENP1 inh	2	2	-1	-1	2	-1
SENP8 block-1	5	-2	-5	-1	10	-5
HKDC1 inh	-1	-9	5	-7	0	-1
UBC13 inh	-8	11	6	4	0	-5
SENP6 inh	-13	6	-3	-9	4	-20
PfG6PD inh	6	-5	-5	-5	4	1
SENP8 block-2	4	17	5	13	32	2
SENP7 inh	-3	0	-1	5	8	0

[49] Cc1cccc(N2CCN(C(=O)C3CCN(S(=O)(=O)c4c(C)noc4C)CC3)CC2)c1C
[50] Oc1[nH]c2ccc(Br)cc2c1N=NC(=S)NCC1CCCO1 (stereo not given)
[51] O=S(=O)(c1ccc2c(c1)OCCO2)N1CCC(O)(c2ccc(Cl)cc2)CC1
[52] O=C(N/N=C/c1cccc([N+](=O)[O-])c1)c1cc(-c2ccc3c(c2)OCO3)n[nH]1
[53] CC(=O)c1ccc(-n2c(-c3cc(-c4ccsc4)n[nH]3)n[nH]c2=S)cc1
[54] O=[N+]([O-])c1ccc(NCCCNS(=O)(=O)c2ccc(Cl)cc2)c(Cl)c1

assay / compound	49	50	51	52	53	54
beta cell repl	-2	-6	-3	-1	-4	-5
SENP1 inh	0	8	2	1	0	0
SENP8 block-1	-2	-9	-7	3	4	-2
HKDC1 inh	-5	8	-2	10	-3	0
UBC13 inh	-5	79*	-8	-3	-1	15
SENP6 inh	-13	-34	-19	0	7	-7
PfG6PD inh	1	18	-8	-19	33	6
SENP8 block-2	13	27	30	17	-3	11
SENP7 inh	9	-1	-3	-4	10	0

Random excerpt: four records from the list, in no set order.
[50] Oc1[nH]c2ccc(Br)cc2c1N=NC(=S)NCC1CCCO1 (stereo not given)
[54] O=[N+]([O-])c1ccc(NCCCNS(=O)(=O)c2ccc(Cl)cc2)c(Cl)c1
[52] O=C(N/N=C/c1cccc([N+](=O)[O-])c1)c1cc(-c2ccc3c(c2)OCO3)n[nH]1
[53] CC(=O)c1ccc(-n2c(-c3cc(-c4ccsc4)n[nH]3)n[nH]c2=S)cc1

assay / compound	50	54	52	53
beta cell repl	-6	-5	-1	-4
SENP1 inh	8	0	1	0
SENP8 block-1	-9	-2	3	4
HKDC1 inh	8	0	10	-3
UBC13 inh	79*	15	-3	-1
SENP6 inh	-34	-7	0	7
PfG6PD inh	18	6	-19	33
SENP8 block-2	27	11	17	-3
SENP7 inh	-1	0	-4	10

The list goes on:
[55] O=C(CSc1nc(-c2ccccc2)cc(=O)[nH]1)N1CCc2ccccc21
[56] O=C(Nc1cccc(S(=O)(=O)N2CCCCCC2)c1)c1ccc2ccccc2n1
[57] COc1ccc(OC)c(S(=O)(=O)N2CCC(C(=O)N3CCCC3)CC2)c1
[58] COC(=O)c1ccc2c(=O)n(CCN3CCOCC3)c(SCC(=O)Nc3cccc(OC)c3)nc2c1
[59] CCC(c1nnc(SCCNCCO)n1CCN1CCOCC1)N(C)C (stereo not given)

assay / compound	55	56	57	58	59
beta cell repl	0	0	-1	-1	-3
SENP1 inh	2	-15	1	1	nt
SENP8 block-1	4	6	9	8	-5
HKDC1 inh	-7	3	3	5	-12
UBC13 inh	-2	4	3	3	35
SENP6 inh	9	3	-18	7	-6
PfG6PD inh	-21	9	-31	-3	-10
SENP8 block-2	7	-18	7	15	nt
SENP7 inh	4	-5	1	4	-4

Screening results from PubChem.

No enrichment for hits, and some 4% of all compounds hit somewhere here.
